Epigenetic reg: derepresses silenced GFP reporter in murine cells. murine LDR cells, GFP reporter derepression, 30 h. Potency, µM (highest dose often 53.9 µM), without a hit: top-dose GFP activation, usual class: activators. 0.2% of 280,000 active; note: potency is the fitted concentration of half-maximal effect; % of control where 0% means no effect; nearly all actives have a fitted effect of over 60% in size
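Reporter derepression read as number of fluorescent GFP-positive objects, 20-120 um in size, counted by laser-scanning cytometer. Mouse LDR line with an epigenetically silenced CMV-GFP locus; compound incubation 30 h, 37 C.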
L3MBTL1 inh: blocks human L3MBTL1. AlphaScreen L3MBTL1–H3K9me1 peptide binding. Potency, µM (series often up to 57.1 µM), for the others: top-dose activity, negative = inhibition, usual class: inhibitors. 0.66% of 230,000 active. Q9Y468; note: potency is the fitted concentration of half-maximal effect; % is set by controls: 0 for no effect and ±100 for the full control effect; nearly all actives have a fitted effect of over 60% in size
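First, the protein-peptide complex forms for 30 min at room temperature (L3MBTL1 50 nM, biotinylated H3K9me1 peptide 75 nM). Next, compounds are pin-transferred and incubated 30 min. Finally, AlphaScreen beads are added and read after 30 min.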
HTT aggregate: inhibitors of mutant huntingtin aggregate formation in PC12 cells | PC12 HttQ103-GFP aggregates, Acumen cytometry, 40 h | Potency, µM (series often up to 46.1 µM), for the others: at the top dose activity change, negative = inhibition, actives largely listed as inhibitors | 1.1% of 220,000 active; note: potency is the fitted concentration of half-maximal effect; % is set by controls: 0 for no effect and ±100 for the full control effect; nearly all actives have a fitted effect of over 60% in size
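Aggregates are detected as GFP objects 1–25 µm with signal 6 STDEV over background in lysates of induced PC12 cells. These carry Huntingtin exon 1 with 103 glutamines fused to GFP under an ecdysone promoter; compounds titrated.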
CBFb-RUNX1 inh: CBF-beta/RUNX1 interaction disruption | Q01196+Q13951 | AlphaScreen CBFb-His/RUNX1-biotin binding, biochemical | Potency, µM (top dose mostly 59.8 µM), inactives show top-dose activity, negative = inhibition, usual class: inhibitors | 230,000 tested, under 10 active | AID 1477; note: % of control where 0% means no effect
Target sequence (Q01196 whole entry, looked up): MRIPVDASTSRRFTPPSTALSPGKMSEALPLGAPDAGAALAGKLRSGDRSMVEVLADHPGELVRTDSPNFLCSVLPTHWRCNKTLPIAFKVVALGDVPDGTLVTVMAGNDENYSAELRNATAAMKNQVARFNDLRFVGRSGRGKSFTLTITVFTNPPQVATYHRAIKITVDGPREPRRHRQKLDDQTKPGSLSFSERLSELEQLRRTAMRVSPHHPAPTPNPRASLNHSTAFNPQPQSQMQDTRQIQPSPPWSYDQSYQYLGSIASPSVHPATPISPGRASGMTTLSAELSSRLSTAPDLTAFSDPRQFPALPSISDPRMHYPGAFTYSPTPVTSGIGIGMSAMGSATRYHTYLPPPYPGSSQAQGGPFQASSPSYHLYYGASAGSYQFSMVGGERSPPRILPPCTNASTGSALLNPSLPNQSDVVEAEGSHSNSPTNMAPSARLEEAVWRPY
Target sequence (Q13951 whole entry, looked up): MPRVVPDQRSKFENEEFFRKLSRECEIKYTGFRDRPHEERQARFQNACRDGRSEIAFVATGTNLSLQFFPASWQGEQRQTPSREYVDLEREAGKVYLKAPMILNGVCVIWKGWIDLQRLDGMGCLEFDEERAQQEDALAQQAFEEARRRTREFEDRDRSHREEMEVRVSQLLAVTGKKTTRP
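AlphaScreen binding: CBFb-His and RUNX1-biotin (30 nM each) preincubated 20 min, compound added for 15 min, then nickel and streptavidin beads for 90 min, all at room temperature. Disruption of the interaction by any mechanism counts as activity.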
NPSR antag: antagonists of human neuropeptide S receptor cAMP signaling | CHO-NPSR cells, cAMP TR-FRET, antagonist mode | 1% of 220,000 active | Potency, µM (series often up to 38.3 µM), for the others: at the top dose activity change, negative = inhibition, actives largely listed as inhibitors | Q6W5P4; note: potency is the fitted concentration of half-maximal effect; % is set by controls: 0 for no effect and ±100 for the full control effect; nearly all actives have a fitted effect of over 50% in size; many of its hits are not listed in these tables
Target sequence (Q6W5P4 whole entry, looked up): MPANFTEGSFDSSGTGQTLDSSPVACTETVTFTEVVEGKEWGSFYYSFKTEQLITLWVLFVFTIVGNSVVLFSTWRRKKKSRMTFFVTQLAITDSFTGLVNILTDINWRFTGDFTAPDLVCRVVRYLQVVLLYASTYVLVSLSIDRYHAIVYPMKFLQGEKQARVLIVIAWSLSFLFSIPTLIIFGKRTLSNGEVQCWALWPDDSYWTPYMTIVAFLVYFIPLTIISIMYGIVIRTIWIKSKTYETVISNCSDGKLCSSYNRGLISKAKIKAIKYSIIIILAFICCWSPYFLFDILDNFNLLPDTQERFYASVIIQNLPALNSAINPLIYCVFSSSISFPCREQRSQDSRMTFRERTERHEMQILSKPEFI
KinaseGlo FLuc: Kinase-Glo luciferase inhibition (counter-screen); Q27757; Kinase-Glo luciferase, ATP luminescence, 8 min; Potency, µM (top dose mostly 38.3 µM), without a hit: at the highest dose activity change, negative = inhibition, hits mostly inhibitors; 0.28% of 200,000 active; AID 1379; note: potency is the fitted concentration of half-maximal effect; % is set by controls: 0 for no effect and ±100 for the full control effect; nearly all actives have a fitted effect of over 60% in size
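Kinase-Glo luciferase light output from ATP and luciferin was measured with 10 uM ATP, within the enzyme's linear range. Buffer: 50 mM imidazole pH 7.2, 50 mM KCl, 7 mM MgCl2, 0.01% Tween 20, 0.05% BSA; luminescence read after 8 min at ambient temperature.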
IMPase Li inh: membrane-permeable IMPase blocker, potentiated with lithium; CHO-M1 cells, IP1 TR-FRET (IP-One), carbachol + lithium; Potency, µM (titrated, usually from 59.4 µM), inactives show at the top dose activity, negative = IMPase inhibition, most hits filed as inhibitors; 0.35% of 210,000 active; AID 1457;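 note: IP1 builds up when IMPase is blocked and the TR-FRET signal falls; potency is the fitted concentration of half-maximal effect; plate controls were basal vehicle for no effect and high inhibitor control for full effect; nearly all actives have a fitted effect of over 50% in size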
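Steps: plate 2000 CHO-M1 cells per well and culture 16–30 h; add compound and lithium; incubate 30 min, 37C; add d2-IP1 tracer and Eu cryptate anti-IP1 antibody in lysis buffer; read after 10 min at room temperature.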
Starred values were filed as active, the others as inactive; ? = inconclusive; nt = no result given; [ ] = another dose, or the depositor's remark. Calls come from the whole dose curve; as a rule, active = well fitted curve in the direction sought with a large enough effect; inconclusive = small, poorly fitted or top-dose-only effect, or another doubt; inactive = no such curve, though single readings can be large; an effect the other way counts as inactive or inconclusive. Only part of the results is shown; the hit share may differ from the screen's.

| Compound | IMPase Li inh | CBFb-RUNX1 inh | L3MBTL1 inh | HTT aggregate | KinaseGlo FLuc | NPSR antag | Epigenetic reg |
| --- | --- | --- | --- | --- | --- | --- | --- |
| CCOc1cc(N2CCOCC2)c(OCC)cc1NC(=O)COC(=O)c1cc2ccccc2cc1O | 12.2% | -5.8% | 2.2% | -5.4% | 0.8% | 7.6% | 1.0% |
| COCCCn1c(SCC(=O)Nc2nnc(C)s2)nnc1-c1ccoc1C | 8.2%[38.3 µM] | -6.5% | 6.8% | 1.9% | 2.1% | -0.6%[46.1 µM] | 1.7% |
| O=C(CN1C(=O)c2ccccc2C1=O)N1CCCCC1 | -6.6%[38.3 µM] | 8.3% | 0.3% | -13.1% | -3.2% | -4.4%[46.1 µM] | 0.2% |
| c1ccc(-c2nc(-c3ccncc3)n[nH]2)nc1 | nt | nt | 3.16µM* | 1.3%[9.22 µM] | nt | -25.7% | 3.2% |
| COC(=O)C(N)Cc1ccc(O)c(O)c1 (stereo unspecified) | 23.0%[38.3 µM] | -18.6% | nt | -2.8% | -3.7% | 0.6%[46.1 µM] | 0.0% |
| CCOc1ccc2c(c1)-c1c(ssc1=S)C(C)(C)N2C(=O)CSC1=NCCS1 | 17.0% | nt | ? | 28.1% | 3.7% | -28.2% | 3.4% |
| O=C(NN=C1CCCCCCC1)C(=O)NC1CCCCC1 | -0.3%[38.3 µM] | -2.4% | -5.7% | -4.0% | -1.6% | -7.7%[46.1 µM] | -1.0% |
| c1ccc(-c2cc3nccc(-c4ccccn4)n3n2)cc1 | nt | ? | 42.2%[activator] | -14.0% | nt | 21.6%[46.1 µM] | 0.1% |
| COc1ccc(Cn2nnc(C(=O)Nc3ccc(F)cc3)c2N)cc1 | 6.4%[38.3 µM] | 1.2% | 2.6% | 8.9% | 0.5% | -3.7%[46.1 µM] | -1.1% |
| Cc1ccccc1C(=O)N1CCN(c2ccccn2)CC1 | 12.8% | 3.8% | -1.8% | -1.9% | -2.1% | -8.8%[46.1 µM] | 2.1% |
| NC(=S)Nc1ccc2cn[nH]c2c1 | 17.6% | 12.4% | -16.8% | 10.9% | -3.6% | 7.6% | -2.2% |
| CCCCCC(=O)Nc1cc2[nH]c(=O)cc(COC)c2cc1C | 11.2µM* | -3.0% | -5.3% | 10.0% | 3.4% | -10.8%[46.1 µM] | -0.1% |
| CC(C)(C)C(=O)CSc1nc(N)cc(=O)[nH]1 | -10.2% | 19.6% | nt | 12.7% | nt | 4.0% | -0.4% |
| Cc1ccccc1CSc1nnc(CCCCCNC(=O)OC(C)(C)C)o1 | nt | 16.9% | 25.5% | -10.3%[9.22 µM] | nt | -26.0% | -1.1% |
| CCCCOc1ccc(C(=O)N/C(=C\c2ccc(OC)cc2)C(=O)OCc2ccco2)cc1 | 2.9%[38.3 µM] | -5.0% | -4.7% | 5.9% | 4.5% | ? | -1.2% |
| CCN1CCN(C(=O)c2cc3c(=O)n(C)c4ccccc4c3n2C)CC1 | 47.8%[activator][38.3 µM] | 5.6% | -8.0% | -14.9% | 2.8% | -5.5%[46.1 µM] | -0.8% |
| CC(=O)Nc1cccc(OCCCNC(=O)c2ccc(F)cc2)c1 | nt | 20.6% | -1.5% | 2.5%[9.22 µM] | nt | 13.5% | -0.3% |
| O=C(CSc1cccc[n+]1[O-])c1ccc(Cl)cc1 | -5.8% | -21.2% | 9.2% | -13.6% | 0.8% | -16.0% | ? |
| Cc1ccc(-c2nnc(N3CCN(C(=O)c4cccs4)CC3)c3ccccc23)cc1 | nt | -0.4% | 0.8% | 1.6%[9.22 µM] | nt | ? | -0.3% |
| CCOC(=O)C1=C(C)N(C)C(C)=C(C(=O)OCC)C1c1ccccc1 | 5.2% | -1.2% | 7.9% | 18.4% | -0.6% | -19.0%[46.1 µM] | 1.0% |
| O=C(CN1CCCC1)NC1C2CC3CC(C2)CC1C3 (stereo unspecified) | 9.3%[38.3 µM] | -0.7% | 1.2% | -2.0% | -4.1% | 1.1%[46.1 µM] | -1.0% |
| COc1ccccc1N1C(=O)CCC1(C#N)c1ccc(Br)cc1 (stereo unspecified) | 4.5%[38.3 µM] | 9.9% | nt | -4.4%[9.22 µM] | 0.8% | -17.4%[46.1 µM] | 6.2% |
| CN(C)c1ccc(C=Nc2ccccc2C(N)=O)cc1 | 0.8%[38.3 µM] | 6.7% | -3.8% | -8.0% | -21.3% | -12.7%[46.1 µM] | -4.3% |
| COc1ccc(C(O)C(CC(=O)NCCCOC(C)C)C(=O)NCCCOC(C)C)cc1OC (stereo unspecified) | -2.1% | 0.0% | 1.0% | -4.1% | -1.8% | -7.5%[46.1 µM] | 1.1% |
| Cc1cc(=O)n2c(n1)OC(CO)C2 (stereo unspecified) | 4.8%[38.3 µM] | 6.7% | -2.4% | 9.8%[9.22 µM] | -1.8% | 3.5%[46.1 µM] | 1.9% |

Continuation:
| Compound | IMPase Li inh | CBFb-RUNX1 inh | L3MBTL1 inh | HTT aggregate | KinaseGlo FLuc | NPSR antag | Epigenetic reg |
| --- | --- | --- | --- | --- | --- | --- | --- |
| N#Cc1ccsc1NC(=O)c1cccc([N+](=O)[O-])c1 | 9.5% | -2.1% | nt | ? | 1.2% | -13.8% | 0.9% |
| Cc1cc(=O)oc2cc(OCC(=O)Nc3nnc(C4CC4)s3)ccc12 | nt | 14.2% | nt | 13.5%[9.22 µM] | nt | 1.2% | 0.0% |
| CC(=O)c1ccc(NC(=O)C(Cc2ccccc2)NC(=O)c2ccco2)cc1 (stereo unspecified) | -11.9%[38.3 µM] | -1.8% | -3.9% | -7.4% | -0.6% | -13.7%[46.1 µM] | 1.1% |
| Cc1ccc(NC(=O)CSc2ncn(-c3ccccc3)n2)cc1C | -5.2% | 3.6% | 6.1% | -2.0% | 0.6% | -9.8%[46.1 µM] | -2.0% |
| CCOC(=O)N1CCN(C(=O)/C(=C/c2ccc(OC)c(OC)c2)NC(=O)c2ccccc2)CC1 | 1.7% | 7.9% | 2.3% | 3.0%[9.22 µM] | -2.6% | 10.3% | 5.1% |
| COc1ccc(-c2csc(NC(=O)CSc3ncn[nH]3)n2)cc1OC | 2.6% | -13.0% | 11.4% | -12.1% | 1.1% | -1.5% | -1.1% |
| Cc1[nH]nc(N2CCCCC2)c1[N+](=O)[O-] | -8.6%[38.3 µM] | 5.1% | nt | ? | -1.1% | -17.5%[46.1 µM] | -0.7% |
| CN(c1ccc(O)cc1)c1nc(-c2cccs2)cs1 | 15.9% | 1.6% | -11.7% | 15.0%[9.22 µM] | -4.3% | 0.7% | -1.1% |
| O=C(OCn1nnc2ccccc2c1=O)c1cccnc1 | -9.3%[38.3 µM] | 5.1% | -2.6% | 9.3% | -3.4% | 11.3%[46.1 µM] | 2.0% |
| O=C(Nc1ccc(N2CCOCC2)c(Cl)c1)c1cccnc1 | 19.0%[38.3 µM] | 5.5% | -9.3%[11.4 µM] | -11.9% | -0.5% | 1.0%[46.1 µM] | 0.0% |
| c1ccc(-c2ccc(-n3ccnc3)cc2)cc1 | nt | -7.2% | -3.2% | -2.4% | nt | 3.2%[46.1 µM] | ? |
| Cc1ccc(NC(=S)c2nc3ccccc3s2)cc1 | -6.2%[38.3 µM] | ? | ? | 6.5% | -6.8% | -10.7%[46.1 µM] | -1.7% |
| O=C(CCc1ccccc1)c1nnc(-c2ccccc2)o1 | 4.0% | ? | nt | -3.2% | -4.3% | 0.7% | 4.0% |
| CC(NC(=O)CCSCCC(=O)NC(C)c1ccccc1)c1ccccc1 (stereo unspecified) | -2.4% | -2.1% | -1.2% | -4.5% | 14.0% | 1.1% | -0.6% |
| CC12CCC(C/C1=N/O)C2(C)C (stereo unspecified) | -3.3% | 12.0% | ? | -3.5% | 2.1% | -28.9% | 2.6% |
| O=C(CN1CCN(Cc2ccc(Cl)cc2)C1=O)NCCN1CCCC1 | 5.8% | 9.3%[2.36 µM] | 2.1% | -14.4% | 2.5% | 12.4% | -0.3% |
| CN(C)c1c([N+](=O)[O-])cc2[nH]c(=O)[nH]c2c1[N+](=O)[O-] | 8.3%[38.3 µM] | -6.3% | nt | 15.1% | -5.5% | -3.6%[46.1 µM] | -2.1% |
| Cc1nn(Cc2ccc(Cl)cc2)c(Cl)c1/C=N/NC(=O)c1cccnc1 | 12.1% | 2.6% | 1.1% | 20.0% | 1.6% | 4.7% | -1.3% |
| N#Cc1nc(COc2cccc(Cl)c2)oc1NCc1ccco1 | -0.6%[38.3 µM] | 0.9% | -17.0% | -27.1% | 2.7% | -21.6%[46.1 µM] | 0.8% |
| O=C(CC(c1ccccc1)c1ccccc1)Nc1ncn[nH]1 | 22.4%[38.3 µM] | -3.6% | nt | -0.1% | -2.0% | -5.3%[46.1 µM] | 1.0% |
| Cc1cccc(NC(=O)C2CCN(S(=O)(=O)c3cccs3)CC2)n1 | 0.1% | 8.0% | -6.9% | -6.4% | -2.4% | -1.0%[46.1 µM] | 0.0% |
| Cc1cc(C)c(-c2cc(NC(=O)CSc3n[nH]c(N)n3)n(-c3ccccc3)n2)cc1C | 29.3%[38.3 µM] | -3.2% | nt | 5.2% | -1.5% | -26.3%[46.1 µM] | -1.0% |
| CCCCCS(=O)(=O)CCCCCCCCCCn1c(-c2ccc(O)cc2)c(C)c2cc(O)ccc21 | 20.1% | -16.5% | nt | nt | -0.5% | nt | 1.4% |

For reference, some entries already given.
| Compound | IMPase Li inh | CBFb-RUNX1 inh | L3MBTL1 inh | HTT aggregate | KinaseGlo FLuc | NPSR antag | Epigenetic reg |
| --- | --- | --- | --- | --- | --- | --- | --- |
| O=C(CC(c1ccccc1)c1ccccc1)Nc1ncn[nH]1 | 22.4%[38.3 µM] | -3.6% | nt | -0.1% | -2.0% | -5.3%[46.1 µM] | 1.0% |
| Cc1cccc(NC(=O)C2CCN(S(=O)(=O)c3cccs3)CC2)n1 | 0.1% | 8.0% | -6.9% | -6.4% | -2.4% | -1.0%[46.1 µM] | 0.0% |
| Cc1cc(C)c(-c2cc(NC(=O)CSc3n[nH]c(N)n3)n(-c3ccccc3)n2)cc1C | 29.3%[38.3 µM] | -3.2% | nt | 5.2% | -1.5% | -26.3%[46.1 µM] | -1.0% |
| CCCCCS(=O)(=O)CCCCCCCCCCn1c(-c2ccc(O)cc2)c(C)c2cc(O)ccc21 | 20.1% | -16.5% | nt | nt | -0.5% | nt | 1.4% |
